Screening results deposited in PubChem BioAssay by Broad Institute.
TcdB inh: TcdB glycohydrolase inhibition. P18177. TcdB glycohydrolase enzymatic assay, plate reader. inhibition, % at 9.99 µM. 350,000 compounds, 0.24% hits; in the data active = inhibition above about 10%
* hit, by the source's call; & = joins results of further samples.

The first seven compounds, to show the layout:
SMILES	TcdB inh
CC(C)NC(=O)N(C)C[C@@H]1OCCCC[C@@H](C)Oc2ccc(NC(=O)CCCN(C)C)cc2C(=O)N([C@@H](C)CO)C[C@@H]1C	0.1
CO[C@@H]1CN(C)C(=O)c2cc(NC(=O)C3CCOCC3)ccc2OC[C@@H](C)N(C(C)=O)C[C@@H]1C	0.8
CCS(=O)(=O)N1CC2(C1)[C@H](c1ccccc1)[C@H](CO)N2CCC(F)(F)F	0.0
CC(=O)N(C)C[C@@H]1Oc2ncc(-c3ccccc3F)cc2C(=O)N([C@@H](C)CO)C[C@@H]1C	0.1
C[C@@H]1CN([C@H](C)CO)C(=O)c2cc(C3=CCCC3)cnc2O[C@@H]1CN(C)C(=O)c1ccc2c(c1)OCO2	-0.3
CO[C@H]1CN(C)C(=O)c2cc(NS(=O)(=O)CC(F)(F)F)ccc2OC[C@@H](C)N(C(=O)NC(C)C)C[C@H]1C	0.0
CC(C)NC(=O)Nc1ccc2c(c1)C(=O)N([C@@H](C)CO)C[C@@H](C)[C@H](CN(C)C(=O)C1CCCCC1)OCCCC[C@@H](C)O2	0.5

Results, repeating the preview:
SMILES	TcdB inh
CC(C)NC(=O)N(C)C[C@@H]1OCCCC[C@@H](C)Oc2ccc(NC(=O)CCCN(C)C)cc2C(=O)N([C@@H](C)CO)C[C@@H]1C	0.1
CO[C@@H]1CN(C)C(=O)c2cc(NC(=O)C3CCOCC3)ccc2OC[C@@H](C)N(C(C)=O)C[C@@H]1C	0.8
CCS(=O)(=O)N1CC2(C1)[C@H](c1ccccc1)[C@H](CO)N2CCC(F)(F)F	0.0
CC(=O)N(C)C[C@@H]1Oc2ncc(-c3ccccc3F)cc2C(=O)N([C@@H](C)CO)C[C@@H]1C	0.1
C[C@@H]1CN([C@H](C)CO)C(=O)c2cc(C3=CCCC3)cnc2O[C@@H]1CN(C)C(=O)c1ccc2c(c1)OCO2	-0.3
CO[C@H]1CN(C)C(=O)c2cc(NS(=O)(=O)CC(F)(F)F)ccc2OC[C@@H](C)N(C(=O)NC(C)C)C[C@H]1C	0.0
CC(C)NC(=O)Nc1ccc2c(c1)C(=O)N([C@@H](C)CO)C[C@@H](C)[C@H](CN(C)C(=O)C1CCCCC1)OCCCC[C@@H](C)O2	0.5
C[C@@H]1CN([C@@H](C)CO)S(=O)(=O)c2ccc(-c3ccncc3)cc2O[C@H]1CN(C)C(=O)CC1CC1	0.6
C[C@@H]1CN([C@H](C)CO)C(=O)Cc2cc(NC(=O)Cc3cn(C)c4ccccc34)ccc2O[C@H]1CN(C)S(=O)(=O)c1ccccc1	0.9
C[C@@H]1CCCCO[C@H](CN(C)Cc2ccc3c(c2)OCO3)[C@H](C)CN([C@H](C)CO)C(=O)c2cc(NC(=O)Nc3ccc4c(c3)OCO4)ccc2O1	-0.8
C[C@H](CO)N1C[C@H](C)[C@H](CN(C)S(=O)(=O)c2ccc(F)cc2)Oc2ccc(NC(=O)Nc3ccccc3)cc2C1=O	-1.3
C[C@H]1CN([C@@H](C)CO)C(=O)c2cc(C#CCN(C)C)cnc2O[C@H]1CN(C)Cc1ccc(-c2ccccc2)cc1	1.5
CN(C)CC#Cc1ccc([C@H]2[C@@H](CO)N3CCCCN(C(=O)C4CCC4)C[C@H]23)cc1	-0.9
C[C@H](CO)N1C[C@H](C)[C@H](CN(C)C(=O)Nc2ccc(F)cc2)Oc2ccc(NC(=O)Cc3cn(C)c4ccccc34)cc2C1=O	-0.6
CCCC#Cc1ccc2c(c1)O[C@H](CN(C)C(C)=O)[C@@H](C)CN([C@@H](C)CO)S2(=O)=O	0.1
C[C@H]1CN([C@@H](C)CO)C(=O)Cc2cc(NS(C)(=O)=O)ccc2O[C@@H]1CN(C)S(C)(=O)=O	-0.5
C[C@@H]1CN([C@H](C)CO)C(=O)c2cccc(NS(=O)(=O)c3cn(C)cn3)c2O[C@@H]1CN(C)Cc1ccc(-c2ccccc2)cc1	1.3
O=C(C1CCC1)N1C[C@@H]2[C@H](c3ccccc31)[C@@H](CO)N2C(=O)c1ccccc1F	-4.9
CCC(=O)Nc1ccc2c(c1)C(=O)N(C)[C@H]1CC[C@@H](CC(=O)O)O[C@@H]1CO2	1.2
CCCC(=O)Nc1ccc2c(c1)C(=O)N(C)[C@H]1CC[C@H](CC(=O)NCCc3ccncc3)O[C@@H]1CO2	-2.7
N#C[C@H]1[C@@H](c2ccccc2/C=C/c2ccccc2)[C@@H](CO)N1S(=O)(=O)c1ccc(F)cc1	1.2
CC(C)NC(=O)N1C[C@@H]2[C@H](c3ccccc31)[C@H](CO)N2C(=O)Nc1cccc(F)c1	0.5
Cc1ccc(S(=O)(=O)Nc2ccc3c(c2)CC(=O)N([C@@H](C)CO)C[C@H](C)[C@H](CN(C)S(=O)(=O)c2ccc(C)cc2)O3)cc1	0.2
COc1ccc(S(=O)(=O)Nc2ccc3c(c2)C(=O)N([C@@H](C)CO)C[C@H](C)[C@H](CN(C)S(=O)(=O)c2ccc(Cl)cc2)OCCCC[C@H](C)O3)cc1	-0.3

Part of the list above, reformatted:
Compound: CC(C)NC(=O)N1C[C@@H]2[C@H](c3ccccc31)[C@H](CO)N2C(=O)Nc1cccc(F)c1
  TcdB inh = 0.5

Compound: N#C[C@H]1[C@@H](c2ccccc2/C=C/c2ccccc2)[C@@H](CO)N1S(=O)(=O)c1ccc(F)cc1
  TcdB inh = 1.2

(listing goes on)
SMILES	TcdB inh
C[C@H]1CN([C@@H](C)CO)C(=O)c2cc(-c3ccccc3F)cnc2O[C@H]1CN(C)C(=O)NC1CCCCC1	0.7
CN(C)c1ccc2c(c1)[C@@H]1C[C@@H](CC(=O)N3CCc4ccccc4C3)O[C@@H](CO)[C@@H]1O2	-36.8
CC(C)C(=O)Nc1ccc2c(c1)C(=O)N(C)[C@H]1CC[C@H](CC(=O)NCc3ccc(F)cc3)O[C@H]1CO2	-2.7
Cc1noc(C)c1NC(=O)N[C@@H]1CC[C@H](CCNC(=O)C2CCC2)O[C@@H]1CO	-4.3
C[C@@H]1CCCCO[C@H](CN(C)C(=O)C2CCCCC2)[C@@H](C)CN([C@@H](C)CO)C(=O)c2cc(NS(C)(=O)=O)ccc2O1	-1.2
CO[C@H]1CN(C)C(=O)c2ccc(NS(=O)(=O)c3ccccc3)cc2OC[C@H](C)N(Cc2nccs2)C[C@H]1C	1.7
COc1ccc2c3c(n(C)c2c1)[C@@H](CO)N(Cc1ccccc1Cl)CC31CCN(C(=O)CN(C)C)CC1	-4.6
c1ccc(CN2C[C@@H]3N[C@H](C2)C3c2ccc(-c3ccncc3)cc2)cc1 (some centres undefined)	1.4&-0.1
C[C@@H]1CN([C@@H](C)CO)C(=O)c2cc(NS(=O)(=O)c3ccc(Cl)cc3)ccc2O[C@@H](C)CCCCO[C@@H]1CN(C)C(=O)Nc1ccccc1	-7.6
CN1C(=O)c2cc(NC(=O)c3ccc(F)cc3)ccc2OC[C@H]2O[C@H](CC(=O)N3CCOCC3)CC[C@@H]21	1.0
C/C=C/c1ccc([C@H]2[C@@H](CO)N3C(=O)CN(C(=O)c4ccc(F)cc4)C[C@@H]23)cc1	0.6
N#C[C@H]1[C@@H](c2ccc(C#Cc3ccccc3F)cc2)[C@@H](CO)N1C(=O)C1CCC1	-1.3
CCC(=O)N(C)C[C@@H]1Oc2cc(C#CCOC)ccc2S(=O)(=O)N([C@@H](C)CO)C[C@@H]1C	0.5
C[C@@H]1CN([C@@H](C)CO)C(=O)Cc2cc(NC(=O)c3ccncc3)ccc2O[C@@H]1CN(C)CC1CC1	1.1
C[C@@H]1CCCCO[C@H](CN(C)C(=O)Nc2ccc(F)cc2)[C@@H](C)CN([C@H](C)CO)C(=O)c2cc(NS(C)(=O)=O)ccc2O1	-0.1
COc1ccc(-c2ccc([C@H]3[C@H](C#N)N(C(=O)C4CC4)[C@H]3CO)cc2)cc1	-6.1
O=C(C[C@@H]1CC[C@@H](NS(=O)(=O)c2ccc(F)cc2)[C@@H](CO)O1)N1CCc2ccccc2C1	-0.7
CN1C(=O)c2cc(NC(=O)Cc3cccs3)ccc2OC[C@H]2O[C@H](CC(=O)NCc3ccc(-c4ccccc4)cc3)CC[C@H]21	-0.2
CNC[C@H]1Oc2ccc(N(C)C)cc2CC(=O)N([C@@H](C)CO)C[C@H]1C	-6.5
O=C(NCCc1ccccc1)[C@@H]1N[C@@H]2c3ccc(-c4ccc(F)cc4)c(=O)n3C[C@@H]2[C@H]1CO	-0.7
COCC#Cc1ccc2c(c1)O[C@@H](CN(C)Cc1ccc(F)cc1)[C@H](C)CN([C@H](C)CO)S2(=O)=O	2.1
Cc1ccccc1S(=O)(=O)N1CC(=O)N2[C@H](C1)[C@@H](c1ccc(C#CCN(C)C)cc1)[C@@H]2CO	1.3
CCC(=O)Nc1ccc2c(c1)C(=O)N(C)C[C@H](OC)[C@@H](C)CN(C(=O)c1ccncc1)[C@@H](C)CO2	1.1
CS(=O)(=O)Nc1ccc2c(c1)[C@H]1C[C@@H](CC(=O)NCCN3CCCCC3)O[C@@H](CO)[C@H]1O2	-0.1
CCCN1[C@@H]2c3ccc(/C=C/c4ccccc4)c(=O)n3C[C@H]1[C@H](CO)[C@H]2C(=O)NCc1ccccn1	0.4
C[C@@H]1CN([C@@H](C)CO)C(=O)c2cc(NC(=O)Nc3cccc4ccccc34)ccc2O[C@H]1CN(C)Cc1ccncc1	1.3
O=C(c1ccc(F)cc1)N1CCCCN2[C@H](CO)[C@H](c3ccc(-c4ccccc4)cc3)[C@@H]2C1	0.4
C[C@H](CO)N1C[C@H](C)[C@H](CN(C)C(=O)Nc2ccc3c(c2)OCO3)OCCCC[C@H](C)Oc2ccc(NC(=O)CCC(F)(F)F)cc2C1=O	0.7
C[C@H](CO)N1C[C@H](C)[C@H](CN(C)C(=O)Cc2ccccc2)Oc2ncc(C#CC3(O)CCCC3)cc2C1=O	-0.1
O=C(C[C@H]1CC[C@@H](NC(=O)C2CCC2)[C@@H](CO)O1)NC1CCCCC1	-0.7
C[C@H](CO)N1C[C@H](C)[C@@H](CN(C)C(=O)c2ccccc2)Oc2ncc(C3=CCCCC3)cc2C1=O	1.3
CO[C@H](CN(C)S(=O)(=O)c1ccc(C)cc1)[C@H](C)CN(Cc1ccccc1Cl)[C@H](C)CO	-0.1
COCCOC(=O)N1C(=O)[C@@]2(c3cc(C#CCCO)ccc31)[C@H](c1ccc(O)cc1)N1[C@H](c3ccccc3)[C@H](c3ccccc3)OC(=O)[C@H]1[C@@H]2C(N)=O	0.7
C[C@H](O)C#Cc1cnc2c(c1)C(=O)N([C@@H](C)CO)C[C@@H](C)[C@@H](CN(C)CC1CCOCC1)O2	-1.0
O=C(C[C@@H]1CC[C@H]2[C@@H](COC[C@@H](O)CN2S(=O)(=O)c2ccccc2)O1)NCc1ccc(-c2ccccc2)cc1	-0.4
COCC(=O)Nc1ccc2c(c1)[C@H]1C[C@@H](CC(=O)NCc3ccccc3OC)O[C@@H](CO)[C@H]1O2	0.5
CNC[C@@H]1Oc2ncc(-c3ccccc3C)cc2C(=O)N([C@H](C)CO)C[C@H]1C	0.8
C[C@H](CO)N1C[C@H](C)[C@@H](CN(C)S(=O)(=O)c2cn(C)cn2)Oc2c(NC(=O)NC3CCCCC3)cccc2C1=O	-0.8
COc1cccc(NC(=O)N(C)C[C@@H]2Oc3cc(C#CC4(O)CCCC4)ccc3S(=O)(=O)N([C@@H](C)CO)C[C@@H]2C)c1	0.0
COc1ccc(C#Cc2ccc([C@@H]3[C@H](CO)N4CCCCN(Cc5ccncc5)C[C@@H]34)cc2)cc1	-0.3
Cc1ccc(S(=O)(=O)N(C)C[C@H]2Oc3c(NC(=O)c4ccncc4)cccc3C(=O)N([C@H](C)CO)C[C@@H]2C)cc1	0.4
CO[C@@H]1CN(C)C(=O)c2ccc(NC(=O)Cc3ccccc3)cc2OC[C@H](C)N(C(C)=O)C[C@H]1C	-1.0
COc1cccc(S(=O)(=O)N(C)C[C@@H]2Oc3ncc(C#Cc4ccc(OC)c(OC)c4)cc3C(=O)N([C@H](C)CO)C[C@@H]2C)c1	0.6
Cc1noc(C)c1NC(=O)Nc1ccc2c(c1)C(=O)N([C@H](C)CO)C[C@@H](C)[C@H](CN(C)S(=O)(=O)c1ccc(F)cc1)O2	-12.8
CC(C)CC#Cc1ccc([C@@H]2[C@@H](CO)N3C(=O)CN(C(=O)Nc4cc(F)ccc4F)C[C@H]23)cc1	0.2
Cc1noc(C)c1NC(=O)N(C)C[C@H]1Oc2ccc(NS(C)(=O)=O)cc2C(=O)N([C@@H](C)CO)C[C@@H]1C	0.3
C[C@H]1CN([C@@H](C)CO)S(=O)(=O)c2ccc(/C=C/c3ccccc3)cc2O[C@@H]1CN(C)C(=O)Nc1cccc(F)c1	-7.2
COc1cccc(C#Cc2ccc([C@@H]3[C@H]4CN(S(=O)(=O)c5ccccc5C)CC(=O)N4[C@H]3CO)cc2)c1	0.7
COc1cccc(NC(=O)N2C[C@@H](O)COC[C@H]3O[C@@H](CC(=O)NC4CCC4)CC[C@@H]32)c1	-9.5
CC(=O)Nc1ccc2c(c1)C(=O)N(C)[C@@H]1CC[C@@H](CC(=O)NCC3CC3)O[C@@H]1CO2	-1.1
CO[C@@H]1CC[C@@H]2CCN(C)C(=O)[C@H](C)CN(C)C(=O)c3cccc(C#N)c3OC[C@H]1O2	0.2
CN(C)C(=O)C[C@H]1C[C@H]2c3cc(NC(=O)C4CCC4)ccc3O[C@H]2[C@H](CO)O1	1.4
O=C(C[C@H]1CC[C@H]2[C@@H](COC[C@H](O)CN2C(=O)Nc2ccc(F)cc2)O1)NCC1CC1	1.0
C[C@H](CO)N1C[C@H](C)[C@@H](CN(C)C(=O)Cc2ccccc2)OCCCC[C@H](C)Oc2ccc(NC(=O)Nc3ccccc3)cc2C1=O	-0.9
COc1ccc2c3c([nH]c2c1)[C@H](CO)N(C)CC31CCN(S(=O)(=O)c2cccc(F)c2)CC1	-0.4
C[C@@H]1CN([C@H](C)CO)C(=O)Cc2cc(NC(=O)Nc3ccc(F)cc3)ccc2O[C@H]1CN(C)Cc1ccc(C(F)(F)F)cc1	-0.9
O=C1CN(S(=O)(=O)Cc2ccccc2)C[C@H]2[C@@H](c3ccc(C#CCC4CCCC4)cc3)[C@H](CO)N12	-0.3

An excerpt, so the mix of outcomes need not match the whole.
